Screens: PubChem, Johns Hopkins Ion Channel Center
TRPC6 act: mouse TRPC6 channel activators, primary screen, cell-based, HEK293, membrane potential dye. HEK293-TRPC6 membrane potential dye fluorescence; stronger effect = higher value. Short transient receptor potential channel 6 (Mus musculus), Q61143. actives 0.13% (n = 310,000). B-score at 10 µM. AID 2550, 2010;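 active means B-score of the integrated fluorescence ratio above library mean plus 3 SD, and starting fluorescence ratio within library mean plus 5 SD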;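 further: higher score means more depolarization so channel activation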
TRPC4 agonist: activators of mouse TRPC4 channel, primary screen, Fluo4 calcium, HEK293 TRPC4beta/mu-opioid cells; Short transient receptor potential channel 4 (Mus musculus), Q9QUQ5; actives 0.49% (n = 310,000); Fluo4 calcium fluorescence; stronger effect = higher value; B-score at 10 µM;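 active means B-score above 5 SD of library B-scores, and initial fluorescence ratio not above library mean plus 5 SD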;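 further: positive B-score marks a calcium rise read as TRPC4 activation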
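Technique: kinetic Fluo4 calcium fluorescence; Test system: TRPC4beta and mu-opioid receptor HEK293 stable cells; Measure: B-scored integrated calcium fluorescence ratio; Benchmarks: low control buffer alone, high control maximal DAMGO; Schedule: 45 min room-temperature Fluo4 loading, 110 s read.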
MrgX1 antagonist: antagonists of human MrgX1 receptor, primary screen, HEK293 cells, Fluo-4 calcium flux; BAM8-22 antagonism; stronger effect = lower value; B-score at 10 µM; actives 1.3% (n = 310,000); AID 588676, 2011;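 active means calcium-response B-score plate-corrected more than 3 library SD below zero, starting fluorescence within 5 deviations, no agonist response on first addition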;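 further: peak minus trough fluorescence over baseline after final BAM8-22 challenge near maximal dose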
Target sequence (Q96LB2 whole entry, looked up): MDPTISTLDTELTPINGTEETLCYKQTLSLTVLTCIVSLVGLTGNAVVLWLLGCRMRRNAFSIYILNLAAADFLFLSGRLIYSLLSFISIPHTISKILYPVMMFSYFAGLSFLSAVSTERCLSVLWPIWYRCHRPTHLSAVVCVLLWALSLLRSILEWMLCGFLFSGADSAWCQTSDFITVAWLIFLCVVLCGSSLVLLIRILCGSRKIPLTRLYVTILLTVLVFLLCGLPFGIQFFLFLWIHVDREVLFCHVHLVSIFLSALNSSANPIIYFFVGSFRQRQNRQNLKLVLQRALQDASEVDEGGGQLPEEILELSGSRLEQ
TRPC4 potent: positive allosteric modulators of TRPC4, primary screen, cell-based, mouse TRPC4beta, HEK293 mu-opioid, Fluo-4 calcium | AID 2227, 2009 | B-score at 10 µM | actives 0.42% (n = 310,000) | DAMGO EC20, Fluo-4 Ca2+ flux; stronger effect = higher value | Short transient receptor potential channel 4 (Mus musculus), Q9QUQ5;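 active means B-score of calcium response area above 5 SD of library B-scores, with initial fluorescence ratio within 5 SD of library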;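 further: B-score of integrated fluorescence ratio over time as area under calcium response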
ANO1 block: TMEM16A chloride channel inhibitors, primary screen, cell-based, HTS; Anoctamin-1 (Mus musculus), Q8BHY3; HEK293 TMEM16A/YFP iodide influx fluorescence, ionomycin; normalized B-score (activity score, 25-100; higher = stronger inhibition) at 10 µM; actives 1.2% (n = 310,000); AID 588511, 2011;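 active means ratio plate-corrected score three or more library SD toward inhibition, starting fluorescence score within five deviations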;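 further: score derived from kinetic fluorescence span divided by baseline fluorescence per well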
MrgX1 agonist: agonists of human MrgX1 receptor, primary screen, HEK293 cells, Fluo-4 calcium flux; actives 0.44% (n = 310,000); AID 588627, 2011; B-score at 10 µM; Fluo-4 calcium fluorescence, agonist mode; stronger effect = higher value;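 active means calcium response B-score plate-corrected fluorescence ratio at least 3 library SD, with starting fluorescence B-score inside 5 SD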
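Material: HEK293 cells stably expressing human MrgX1 receptor | Quantity: 15,000 cells per well | Times: Cells plated overnight, dye loaded 0.5 h 37 °C, 0.5 h room temperature | Measured by: Kinetic Fluo-4 NW fluorescence of intracellular calcium | Control set: Positive and negative controls per plate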
MrgX1 PAM: positive allosteric modulators of MrgX1, primary screen, HEK293 cells, Fluo-4 calcium flux | B-score at 10 µM | AID 588675, 2011 | actives 0.63% (n = 310,000) | Mas-related G-protein coupled receptor member X1 (Homo sapiens), Q96LB2 | FDSS; stronger effect = higher value;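 active means plate-corrected calcium response at least 3 library SD above typical, normal starting fluorescence, not activating the receptor alone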;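 further: compound read alongside a low EC10 to EC30 dose of BAM8-22 agonist; peak minus trough fluorescence over baseline measured at the second addition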
TRPC6 inh: mouse TRPC6 channel inhibitors, primary screen, cell-based, HEK293, membrane potential dye; Short transient receptor potential channel 6 (Mus musculus), Q61143; ACh-evoked depolarization; stronger effect = lower value; B-score at 10 µM; actives 1.1% (n = 310,000); AID 2553, 2010;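 active means B-score under library mean minus 3 SD, initial fluorescence not abnormally high, positive integrated signal ratio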;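 further: B-score derived from integrated fluorescence ratio over the kinetic read; more negative B-score means stronger inhibition of depolarization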
ANO1 activ: TMEM16A chloride channel activators or potentiators, primary screen, cell-based, HTS; Anoctamin-1 (Mus musculus), Q8BHY3; HEK293 TMEM16A/YFP-H148Q/I152L, iodide quench fluorescence; stronger effect = lower value; AID 623877, 2012; B-score at 10 µM; actives 0.3% (n = 340,000);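 active means fluorescence-ratio B-score plate-corrected deviation score at least 3 library SD below zero, with starting fluorescence score within 5 deviations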;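 further: channel opened by trigger with iodide after compound preincubation; score built on the fluorescence ratio of max minus min over baseline; more negative score means more quench and so TMEM16A activation or potentiation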
TRPC4 block: inhibitors of mouse TRPC4 channel, primary screen, Fluo4 calcium, HEK293 TRPC4beta/mu-opioid cells; B-score at 10 µM; actives 0.39% (n = 300,000); DAMGO-evoked Fluo4 calcium flux; stronger effect = lower value;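 active means B-score over 3 SD under the library average, no early fluorescence shift, positive overall ratio signal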
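Assay system: HEK293 cells with stable TRPC4beta plus mu-opioid receptor expression. Dosing: single dose. Measured by: Fluo4 Ca2+ flux fluorescence. Also added: DAMGO in two steps, submaximal then maximal. Read-out: B score from integrated Fluo4 fluorescence ratio.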
RGS4 inh: RGS4 inhibitors, primary screen, cell-based, HEK293 M3R inducible RGS4, calcium flux. Fluo-4 calcium flux; stronger effect = higher value; triggered by carbachol at its EC20. B-score at 10 µM. actives 0.45% (n = 310,000);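 active means B-score, a plate-corrected calcium signal, over three deviations above library mean, with baseline fluorescence within five deviations of library mean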;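 further: RGS4 expression induced by doxycycline in cells with stable M3 receptor; B-score is computed from the integrated fluorescence ratio over baseline after carbachol; higher B-score means a larger calcium signal and so more RGS4 inhibition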
Target sequence (P49798 whole entry, looked up): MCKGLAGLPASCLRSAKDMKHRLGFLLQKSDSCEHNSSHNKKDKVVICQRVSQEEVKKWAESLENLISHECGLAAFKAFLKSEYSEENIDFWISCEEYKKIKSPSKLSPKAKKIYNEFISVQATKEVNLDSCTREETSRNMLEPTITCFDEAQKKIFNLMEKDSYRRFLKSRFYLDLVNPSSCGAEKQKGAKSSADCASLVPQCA
* hit, by the source's call; i = inactive; x = not tested or not shown. No enrichment for hits. About 5.8% of those tested had a hit in this group.

canonical_smiles,TRPC6 act,TRPC4 agonist,MrgX1 antagonist,TRPC4 potent,ANO1 block,MrgX1 agonist,MrgX1 PAM,TRPC6 inh,ANO1 activ,TRPC4 block,RGS4 inh
COCCCn1c(=O)c2sccc2n(Cc2ccccc2C)c1=O,i,i,i,i,i,i,i,i,i,i,i
Cc1cc(C)n(C(=O)CCNC(=O)c2ccccc2Cl)n1,i,i,i,i,i,i,i,i,i,i,i
N#CCc1ccc(NC(=O)c2ccc(S(=O)(=O)N3CCOCC3)cc2)cc1,i,i,i,i,i,i,i,i,i,i,i
Cc1ccc(-c2csc(N(CCO)CCCn3c(C(F)(F)F)nc4cc(C(F)(F)F)ccc43)n2)cc1,i,i,i,i,i,i,i,i,i,i,i
Cc1ccc(SCCC(=O)N2CCC(C)CC2)cc1,i,i,i,i,i,i,i,i,i,i,i
CCOC(=O)N1CCN(c2ccc([N+](=O)[O-])cc2)CC1,i,i,i,i,i,i,i,i,i,i,i
Cc1ccc(-n2c(=O)c(C#N)cc3c(=O)n4ccccc4nc32)cc1,i,i,i,i,i,i,i,i,i,i,i
Cc1ccc(S(=O)(=O)NNC(=O)Nc2ccccc2F)c(C)c1,i,i,i,i,i,i,i,i,i,i,i
O=C(CSc1nnc2c(Cl)cc(Cl)cn12)N1CCN(S(=O)(=O)c2ccccc2)CC1,i,i,i,i,i,i,i,i,i,i,i
Cc1cc(C)n(CCC(=O)N2c3ccccc3CC2C)n1 (stereo not given),i,i,i,i,i,i,i,i,i,i,i
COc1cc(-c2cc3nc4ccccc4n3c(N)c2C#N)cc(OC)c1OC,i,i,i,i,i,i,i,i,i,i,i
Cc1cccc(NC(=O)NCc2ccc3c(c2)cc(C)n3C)c1,i,i,i,i,i,i,i,i,i,i,i
Cc1ccc(NC(=O)CC2C(=O)N(Cc3ccccc3)C(=S)N2NC(=O)c2cccc(F)c2)c(C)c1 (stereo not given),i,i,i,i,i,i,i,i,i,i,i
OCCCNc1ncnc2c1[nH]c1ccccc12,i,i,i,i,i,i,i,i,i,i,i
CC(=O)Nc1ccc(S(=O)(=O)NCc2ccc(C)n2C)cc1,i,i,i,i,i,i,i,i,i,i,i
O=C(Nc1ccc(NC(=O)c2ccco2)c(Cl)c1)c1ccccc1,i,i,i,i,i,i,i,i,i,i,i
COc1cc(/C=C/c2[nH]c(=O)[nH]c(=O)c2[N+](=O)[O-])cc(OC)c1O,i,i,i,i,i,i,i,i,i,i,i
Cc1ccc(CCNC(=O)CCNS(=O)(=O)c2ccc3c(c2)c(=O)n(C)c(=O)n3C)cc1,i,i,i,i,i,i,i,i,i,i,i
CC(=O)Nc1ccc(C(=O)Cn2nnc3ccccc3c2=O)cc1,i,i,i,i,i,i,i,i,i,i,i
Cc1ccc(S(=O)(=O)NNc2ccccc2)c(C)c1,x,x,i,x,i,i,i,x,i,x,x
CC(=O)Nc1ccc(NC(=O)C2CCCN2C(=O)NCc2ccccc2)cc1 (stereo not given),i,i,i,i,i,i,i,i,i,i,i
Cc1ccc(/C(N)=N/OC(=O)c2ccc(Cl)cc2Cl)cc1,i,i,i,i,i,i,i,i,i,i,i
CC(C)C1=Nc2cccc3cccc(c23)N1,i,i,i,i,i,i,i,i,i,-6*,i
N#Cc1ccc2[nH]cc(CCO)c2c1,i,i,i,i,i,i,i,i,i,i,i
CCOCC(=O)Nc1ccc(OCc2ccccc2)cc1,i,i,i,i,i,i,i,i,i,i,i
CC(=O)Nc1ccc(-c2csc(NC(C)c3ccccc3)n2)cc1 (stereo not given),i,i,i,i,i,i,i,i,i,i,i
CC(=O)Nc1cccn(Cc2c(Cl)cccc2Cl)c1=O,i,i,i,i,i,i,i,i,i,i,i
O=C(c1ccc2c(c1)OCCO2)N1CCN(c2ccccn2)CC1,i,i,i,i,i,i,i,i,i,i,i
Cc1nc2ccccc2c(-c2ccccc2)c1C(=O)c1ccccc1,i,i,i,i,i,i,i,i,i,i,i
CC(C)CC(=O)Nc1ccc(C(=O)CN2CCN(c3ccc(O)cc3)CC2)cc1,i,i,i,i,i,i,i,i,i,i,i
CC1(C(=O)NCc2ccccc2)Oc2ccccc2NC1=O (stereo not given),i,i,i,i,i,i,i,i,i,i,i
COc1ccc(NC(=O)c2ccccn2)cc1OC,i,i,i,i,i,i,i,i,i,i,i
Cc1ccccc1C(=NC(=O)c1ccccc1)c1ccccc1,i,i,i,i,i,i,i,i,i,i,i
O=C(Nc1ccc2c(c1)OCO2)N1CCN(S(=O)(=O)c2ccc(Cl)cc2)CC1,i,i,i,i,i,i,i,i,i,i,i
COc1cc2c(cc1OC)C(SC)=NC1(CCCC1)C2,i,i,i,i,i,i,i,i,i,i,i
Cc1ccc(-c2nn(C)c(=O)c3ccccc23)cc1S(=O)(=O)N1CCCC1,i,i,i,i,i,i,i,i,i,i,i
COc1ccc(CN(C)C(=O)CCCNC(=O)c2ccc(Cl)cc2)cc1,i,i,i,i,i,i,i,i,i,i,i
Cc1ccc(/C=N\NC(=O)COc2ccc(C)cc2[N+](=O)[O-])cc1,i,i,i,i,i,i,i,i,i,i,i
CCOc1cc(C2C(C(=O)c3ccc(C)o3)=C(O)C(=O)N2CCc2ccccc2)ccc1O (stereo not given),i,i,i,i,i,i,i,i,i,i,i
CCOC(=O)N1CCN(CC(=O)Nc2cc(C)nn2-c2nc3ccccc3s2)CC1,i,i,i,i,i,i,i,i,i,i,i
O=C(CC(c1ccccc1)c1cc(Cl)ccc1O)N1CCOCC1 (stereo not given),i,i,i,i,i,i,i,i,i,i,i
COc1cc(NC(=O)Cn2cnc(S(=O)(=O)N3CCC(C)CC3)c2)cc(OC)c1OC,i,i,i,i,i,i,i,i,i,i,i
CC(=O)NS(=O)(=O)c1ccccc1,i,i,i,i,i,i,i,i,i,i,i
Cn1c(SCC(=O)N2CCCc3ccccc32)nnc1-c1cccs1,i,i,i,i,i,i,i,i,i,i,i
COc1ccc(Cl)cc1NC(=O)CCNS(=O)(=O)c1cccc2nonc12,i,i,i,i,i,i,i,i,i,i,i
Cc1sc2ncnc(N[C@@H](CCC(=O)O)C(=O)O)c2c1C,i,i,i,i,i,i,i,i,i,i,i
COc1ccc(C(=O)N2CCN(C(=O)c3ccc(-c4ccccc4)cc3)CC2)cc1OC,i,i,i,i,i,i,i,i,i,i,i
CCCC1(c2ccccc2)NC(=O)N(CCN2C(=O)c3ccccc3C2=O)C1=O (stereo not given),i,i,i,i,i,i,i,i,i,i,i
Cc1cc(C)nc(Sc2ncnc(N)c2[N+](=O)[O-])n1,i,i,i,i,i,i,i,i,i,i,i
CCOC(=O)C(NC(=O)C1C(C)N1S(=O)(=O)c1ccc(C)cc1)C(=O)OCC (stereo not given),i,i,i,i,i,i,i,i,i,i,i
O=C(CCc1ccccc1)N1CCN(c2ccccn2)CC1,i,i,i,i,i,i,i,i,i,i,i
O=C(NCc1ccco1)C(c1ccncc1)N(C(=O)Cc1cccs1)c1ccccc1 (stereo not given),i,i,i,i,i,i,i,i,i,i,i
COc1ccc(N2CCN(C(=O)c3csc4ccccc34)CC2)cc1,i,i,i,i,i,i,i,i,i,i,i
CCn1cc(C(=O)NCCc2ccc(C)cc2)c(=O)c2cc(S(=O)(=O)N(C)C)ccc21,i,i,i,i,i,i,i,i,x,i,i
COc1ccc2[nH]c3c(c2c1)CCN1C(=O)N([C@@H](C)C(=O)NCc2ccco2)C(=O)[C@]31C,i,i,i,i,i,i,i,i,i,i,i
O=C(CN1CCN(S(=O)(=O)c2ccc(Cl)s2)CC1)NCc1ccc(Cl)cc1,i,i,i,i,i,i,i,i,i,i,i

New compounds follow
canonical_smiles,TRPC6 act,TRPC4 agonist,MrgX1 antagonist,TRPC4 potent,ANO1 block,MrgX1 agonist,MrgX1 PAM,TRPC6 inh,ANO1 activ,TRPC4 block,RGS4 inh
COc1ccccc1OCC#CCn1ccnc1,i,i,i,i,i,i,i,i,i,x,i
COc1ccccc1CNC(=O)CS(=O)(=O)c1ccccc1,i,i,i,i,i,i,i,i,i,i,i
COc1ccc(CCC(=O)NCCS(=O)(=O)N2CCN(c3ccccc3F)CC2)cc1,i,i,i,i,i,i,i,i,i,i,i
O=C(O)c1cc(-c2cccs2)nc2ccc(Br)cc12,i,i,i,i,i,i,i,i,i,i,i
O=C(CCN1C(=O)/C(=C/c2ccccc2F)SC1=S)N[C@@H](CO)Cc1ccccc1,i,i,i,i,i,i,i,i,i,i,i
CNCc1ccc(OCc2ccccc2)c(OC)c1,i,i,i,i,i,i,i,i,i,i,i
N#Cc1c(N)n(CCCN2CCOCC2)c2nc3ccccc3nc12,x,x,i,x,i,i,i,x,i,x,x
COc1ccccc1NC(=O)c1nn(-c2cccc(C(F)(F)F)c2)ccc1=O,i,i,i,i,i,i,i,i,i,i,i
Cc1cc(C(=O)COC(=O)c2ccc(Cl)c(S(N)(=O)=O)c2)c(C)n1CC1CCCO1 (stereo not given),i,i,i,i,i,i,i,i,i,i,i
COc1cc(-n2c(=O)c3ccccc3n(Cc3ccccc3)c2=O)cc(OC)c1OC,i,i,i,i,i,i,i,i,i,i,i
COc1ccc2ccccc2c1/C=N/NC(=O)c1nnn(-c2nonc2N)c1C(C)C,i,i,i,i,i,i,i,i,i,i,i
